GLD-1 RNA inh: GLD-1-TGE RNA interaction inhibition (C. elegans); purified GLD-1 + fluorescein TGE RNA, fluorescence polarization; 320,000 compounds, 0.44% hits; inhibition, % at 5.96 µM;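 active means percent inhibition above a per-plate cutoff, the plate mean of test compounds plus 3 SD, cut at about 30% in these data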;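 further: 0% = DMSO wells with GLD-1 and probe and 100% = wells lacking GLD-1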
EBNA-1 inh: blocks EBNA-1 binding to DNA | EBNA-1 DNA binding, fluorescence polarization | inhibition, % at 14.8 µM | 300,000 compounds, 0.34% hits; in the data active means inhibition above about 28%
MEX-5 binding: C. elegans MEX-5 TCR-2 RNA binding activity; Q9XUB2; MEX-5/FITC-TCR2 RNA binding, fluorescence polarization; active compounds read low; activity score (negative = inhibition of binding), % at 10 µM; 300,000 compounds, 0.38% hits;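 active means inhibition past about -25% in most replicates, and total fluorescence under double the plate's negative control median, limit read from the data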;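 further: 0% = DMSO and -100% = 5 µM competing unlabeled TCR2 RNA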
Target sequence (Q9XUB2 whole entry, looked up): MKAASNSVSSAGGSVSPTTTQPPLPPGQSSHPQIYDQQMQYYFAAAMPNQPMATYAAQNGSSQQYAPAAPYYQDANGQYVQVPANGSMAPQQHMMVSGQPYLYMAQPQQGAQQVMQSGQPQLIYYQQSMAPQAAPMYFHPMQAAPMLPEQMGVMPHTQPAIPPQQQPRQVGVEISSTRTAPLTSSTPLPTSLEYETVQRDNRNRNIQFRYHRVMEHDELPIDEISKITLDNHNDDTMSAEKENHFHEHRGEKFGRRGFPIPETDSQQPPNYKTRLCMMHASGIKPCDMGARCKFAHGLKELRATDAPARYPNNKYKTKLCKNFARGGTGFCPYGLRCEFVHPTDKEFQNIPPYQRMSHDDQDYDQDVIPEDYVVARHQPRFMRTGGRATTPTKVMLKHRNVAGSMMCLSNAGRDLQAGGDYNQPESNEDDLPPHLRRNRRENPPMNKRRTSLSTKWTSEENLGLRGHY
BCLXL inh: Bcl-xL (human) inhibition. Q07817. GST-Bcl-xL / FITC-Bim BH3 peptide fluorescence polarization. inhibition, % at 10.9 µM. 320,000 compounds, 0.7% hits. AID 2129;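 active means inhibition above the mean of all tested compounds plus 3 SD, cutoff set per campaign, cut at about 30% in these data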;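 further: 0% = DMSO wells and 100% = unlabeled Bim-BH3 peptide competitor; inhibitors lower millipolarization by displacing the labeled peptide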
Target sequence (Q07817 whole entry, looked up): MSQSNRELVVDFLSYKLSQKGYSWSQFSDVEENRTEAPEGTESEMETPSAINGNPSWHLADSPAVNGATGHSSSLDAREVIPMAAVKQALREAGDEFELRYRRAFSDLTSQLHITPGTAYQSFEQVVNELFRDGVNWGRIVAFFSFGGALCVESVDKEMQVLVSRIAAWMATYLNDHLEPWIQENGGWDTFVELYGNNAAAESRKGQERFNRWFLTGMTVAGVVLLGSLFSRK
Fam108B inh: blocks mouse Fam108B hydrolase in RBBP9 counter-screen; recombinant Fam108B, FP-Rh probe fluorescence polarization; inhibition, % at 9.51 µM; 300,000 compounds, 0.33% hits;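 active means inhibition above the screen mean inhibition plus 3 SD, computed separately per campaign, cut at about 18% in these data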;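 further: inhibitors lower polarization as less probe binds the enzyme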
MCL1 BIM primary: MCL1-BIM-BH3 interaction inhibition (human); AID 2057; GST-MCL1 / FITC-Bim-BH3 fluorescence polarization; inhibition, % at 10.9 µM; 320,000 compounds, 0.68% hits;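 active means inhibition above the mean inhibition of all tested compounds plus 3 SD, set per campaign, cut at about 40% in these data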;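 further: 0% = DMSO wells and 100% = unlabeled Bim-BH3 peptide control; higher means more loss of mP so more displacement of Bim peptide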
Yeast superoxide: lowers age-related superoxide in aged yeast cells. S. cerevisiae aged cells, superoxide DHE fluorescence; active compounds read low. superoxide response (% of plate mean), % at 10 µM. 330,000 compounds, 0.18% hits. AID 2690;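 active means superoxide response under a set limit, about three screen SD below normal, cut at about 65% in these data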;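 further: yeast aged for seven days with compound at 30 °C before DHE staining; 100% = average MFI of all compound-treated wells on the plate with controls excluded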
Efflux pump inh: inhibitors of Candida antifungal efflux pumps expressed in yeast; S. cerevisiae Candida pump triplex, Nile Red efflux; inhibition, % at 10 µM; 330,000 compounds, 0.44% hits; AID 485275;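 active means plate passing quality check with inhibition over a set limit, or well fluorescence over plate mean plus 4 SD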;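 further: Nile Red retained in pooled yeast measured as flow cytometry median fluorescence; 0% = buffer negative control and 100% = Enniatin B positive control; higher means more Nile Red kept so more efflux inhibition; some compounds called inactive have numbers as strong as hits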
ZTA counter: counter-screen for EBNA-1 inhibitors: inhibitors of Epstein-Barr virus ZTA | inhibition, % at 11 µM | ZTA-DNA binding, fluorescence polarization | AID 2234 | 320,000 compounds, 0.15% hits; in the data active means inhibition above about 33%
Target sequence (P03206 whole entry, looked up): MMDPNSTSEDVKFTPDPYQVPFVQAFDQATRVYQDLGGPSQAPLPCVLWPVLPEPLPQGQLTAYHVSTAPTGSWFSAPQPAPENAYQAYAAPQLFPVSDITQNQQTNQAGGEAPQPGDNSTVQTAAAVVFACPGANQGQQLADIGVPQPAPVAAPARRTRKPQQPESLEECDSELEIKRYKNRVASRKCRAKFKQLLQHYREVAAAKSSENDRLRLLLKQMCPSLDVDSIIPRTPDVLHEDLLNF
Starred values were filed as active, the others as inactive; · = no result given.

SMILES | GLD-1 RNA inh | EBNA-1 inh | MEX-5 binding | BCLXL inh | Fam108B inh | MCL1 BIM primary | Yeast superoxide | Efflux pump inh | ZTA counter
CC(C)(C)C1CCC2(CC1)C(C#N)=C(SCC(=O)NC1CCCCC1)NC(=O)C2C#N (stereo not drawn) | 3 | 3 | -1.2 | 6 | -2 | 13 | 116 | 0.1 | 7
Cc1ccc(C)c(S(=O)(=O)N2CCN(CC(=O)Nc3cc(C)on3)CC2)c1 | -2 | 4 | 0.2 | 3 | 0 | -4 | 108 | 0.1 | -9
CC(C(=O)Nc1sc2c(c1C(=O)NCC1CCCO1)CCC2)N1C(=O)c2ccccc2C1=O (stereo not drawn) | -4 | 0 | -0.5 | 5 | 2 | -2 | 91 | -0.3 | 6
Cc1ccc(NC(N)=S)cc1 | 2 | 9 | -0.4 | 1 | -6 | 5 | 106 | -0.5 | -16
COc1ccc(/C=C(\C#N)C(=O)OCC(=O)N2CC(C)OC(C)C2)cc1 (stereo not drawn) | 2 | 3 | -0.5 | 3 | -3 | -4 | 98 | 0.0 | 6
Cc1nc(NC(=O)C23CCC(C)(C(=O)O2)C3(C)C)sc1C (stereo not drawn) | 0 | -2 | -0.5 | 5 | 0 | 3 | 98 | 0.0 | -1
CCOC(=O)COc1ccc(/C=C2/C(=O)NN(c3ccc(F)cc3)C2=O)cc1OC | -8 | -5 | -0.2 | 1 | 12 | 5 | 104 | -0.2 | 10
Cn1c(SCC(=O)Nc2ccc(F)cc2F)nnc1-c1cccnc1 | 3 | 0 | -0.5 | 2 | 0 | 4 | 99 | -0.1 | 8
CC(=O)Cc1nsc(NC(=O)c2ccccc2Cl)n1 | 6 | 1 | -1.2 | 3 | 4 | -5 | 93 | 0.0 | 5
O=C(OCc1ccc([N+](=O)[O-])cc1Cl)c1cnccn1 | -4 | -15 | -0.3 | 1 | 5 | 4 | 111 | 0.0 | -10
COc1ccc(NC(=O)C2C3CCC(O3)C2C(=O)O)cc1OC (stereo not drawn) | 5 | 5 | 0.3 | 8 | -8 | 10 | 94 | 0.1 | 7
O=C(O)CN1C(=O)/C(=C\c2cn(-c3ccccc3)nc2-c2ccccc2)SC1=S | 2 | 5 | -1.3 | 9 | 4 | 18 | 127 | 0.0 | 0
Cn1c(=O)c(Cc2ccccc2)c(O)c2ccccc21 | -2 | 8 | -0.6 | 6 | 4 | 2 | 148 | -0.1 | 10
CC(=O)c1c(COC(=O)c2ccccc2Cl)nc2ccccc2[n+]1[O-] | 5 | -1 | 3.0 | -1 | 2 | 0 | 89 | -0.1 | -6
COc1ccc(-n2c(SCC(=O)N3CCOCC3)nc(O)c(Cc3ccccc3)c2=O)cc1 | 7 | -5 | -0.1 | 2 | 0 | 8 | 119 | 0.1 | -2
Nc1nonc1C(=O)NCCNCc1ccccc1OCc1ccc(F)cc1 | 4 | 7 | -3.5 | 2 | 5 | 4 | 110 | -0.1 | 1
COc1cccc(-c2cc(C(F)(F)F)nc(N3CCC(C)CC3)n2)c1 | -1 | 1 | -1.7 | 2 | 3 | -1 | 124 | 0.0 | 10
O=C(Nc1ccccc1)/C(=C\c1cccs1)NC(=O)c1ccccc1 | -4 | 3 | 0.9 | 3 | -5 | -7 | 103 | 0.8 | 3
COc1ccc(CC(=O)OCC(=O)NC2CCCCC2)cc1 | 3 | · | · | -3 | · | -4 | 99 | 0.1 | -9
C=CCN1C(=NC(=O)COc2ccc(Cl)cc2)SC2CS(=O)(=O)CC21 (stereo not drawn) | 1 | 10 | 0.8 | 4 | -1 | 1 | 94 | -0.2 | 1
CCc1ccc(CNC(=O)CCC(=O)N2Cc3cccc(OC)c3Oc3ncccc32)cc1 | 2 | 3 | 3.9 | 3 | -3 | 0 | 126 | 0.2 | 8
COc1ccc(-c2noc(N3CCC(C(=O)NCCCN4CCC(C)CC4)CC3)n2)cc1 | -2 | -13 | 1.0 | 5 | -4 | 0 | 98 | 0.0 | 7
Cc1ccc(C)c(NC(=S)NCc2ccccc2)c1 | 2 | 6 | -0.3 | 2 | 3 | 1 | 89 | 0.0 | -6
CCN1CCOC(CC(=O)Nc2ccc([N+](=O)[O-])cc2)C1=O (stereo not drawn) | 1 | 2 | -1.2 | 5 | 3 | 1 | 107 | -0.1 | -4
CCOc1cc(/C=C2\SC(=S)N(N3CCOCC3)C2=O)ccc1O | -1 | 1 | 0.6 | 4 | -20 | 2 | 105 | 0.1 | -16
CCOC(=O)c1c(S(=O)(=O)NCc2ccc(C)o2)c(C)n(C)c1C | 4 | -8 | 0.9 | 0 | -3 | 6 | 104 | 0.0 | 4
Cc1ccc(NC(=O)CCN2C(=O)c3cccc4cccc(c34)C2=O)cc1 | 7 | -16 | -3.2 | 7 | -4 | -1 | 86 | -0.5 | -10
Cc1ccc(S(=O)(=O)N2CCC(C(=O)OCC(=O)N(C)C3CCCCC3)CC2)cc1C | -1 | -6 | -2.1 | 4 | -2 | 0 | 105 | 0.0 | -5
CN(C)S(=O)(=O)c1ccc(S(=O)(=O)N2CCN(CCC#N)CC2)cc1 | -1 | -4 | -3.0 | 0 | -2 | 0 | 105 | 0.0 | 10
CN(CC(=O)Nc1ccccc1Cl)C(=O)c1cc(C2CC2)nn1-c1ccccc1 | 7 | · | · | -12 | · | -8 | 95 | -0.1 | 0
Clc1ccc(/C=C/c2nc3ccccc3[nH]2)cc1 | 3 | -1 | 4.3 | 0 | 1 | 2 | 87 | -0.4 | -7
CC1CC(C)CN(c2ccc(-n3cnnn3)cc2[N+](=O)[O-])C1 (stereo not drawn) | 3 | -17 | -0.8 | 3 | -1 | -4 | 105 | 0.1 | 9
c1ccc2c(c1)CCN(C1CCCCC1)C2 | 5 | -7 | -2.1 | 4 | 4 | 1 | 93 | 0.0 | -10
CCOC(=O)C1(c2ccccc2)NC(c2ccccc2C)C2C(=O)N(c3ccc4c(c3)OCO4)C(=O)C21 (stereo not drawn) | -2 | -11 | 3.7 | 3 | 0 | -9 | 99 | 0.1 | -3
CCOC(=O)N1CCN(/C=C(\C#N)c2nc3ccccc3s2)CC1 | -76 | 1 | -50* | -43 | 0 | -96 | 109 | 0.1 | 10
CC(C)NC(=O)CN1CCC(c2nc3ccccc3[nH]2)CC1 | 2 | 2 | -2.0 | 10 | 2 | 5 | 95 | -0.4 | -9
COc1cc(CNCc2ccccn2)ccc1OCc1ccccc1Cl | 2 | -1 | -5.7 | 0 | 0 | 2 | 101 | -0.3 | 3
O=C(COC(=O)/C=C/c1cccc(Br)c1)NCCC1=CCCCC1 | 3 | 5 | 1.0 | 4 | 0 | 1 | 106 | 0.0 | 17
COc1ccc(-n2nc(C(=O)NCC(=O)NCc3ccco3)c3ccccc3c2=O)c(OC)c1 | 6 | 4 | 0.1 | 6 | 3 | 5 | 105 | 0.0 | -11
CCOc1ccc(NC(=O)/C=C/c2ccc(OC)cc2)c([N+](=O)[O-])c1 | 2 | 4 | -5.9 | 15 | -15 | 10 | 92 | 0.1 | 2

5 structures out of the list, ordered by length of the SMILES, descending.
SMILES | GLD-1 RNA inh | EBNA-1 inh | MEX-5 binding | BCLXL inh | Fam108B inh | MCL1 BIM primary | Yeast superoxide | Efflux pump inh | ZTA counter
CCOc1cc(/C=C2\SC(=S)N(N3CCOCC3)C2=O)ccc1O | -1 | 1 | 0.6 | 4 | -20 | 2 | 105 | 0.1 | -16
CC(C)NC(=O)CN1CCC(c2nc3ccccc3[nH]2)CC1 | 2 | 2 | -2.0 | 10 | 2 | 5 | 95 | -0.4 | -9
COc1cc(CNCc2ccccn2)ccc1OCc1ccccc1Cl | 2 | -1 | -5.7 | 0 | 0 | 2 | 101 | -0.3 | 3
Clc1ccc(/C=C/c2nc3ccccc3[nH]2)cc1 | 3 | -1 | 4.3 | 0 | 1 | 2 | 87 | -0.4 | -7
Cc1ccc(C)c(NC(=S)NCc2ccccc2)c1 | 2 | 6 | -0.3 | 2 | 3 | 1 | 89 | 0.0 | -6

More entries:
SMILES | GLD-1 RNA inh | EBNA-1 inh | MEX-5 binding | BCLXL inh | Fam108B inh | MCL1 BIM primary | Yeast superoxide | Efflux pump inh | ZTA counter
O=S(=O)(NCCC1=CCCCC1)c1ccc(OC(F)(F)F)cc1 | 8 | 0 | 2.3 | -2 | 4 | 9 | 96 | 0.2 | 6
O=S(=O)(N1CCCCC1)N1CCN(CC(O)COc2ccc3cc(Br)ccc3c2)CC1 (stereo not drawn) | 0 | -9 | -0.7 | 0 | -1 | 0 | 105 | 0.3 | 2
Cc1ccc(C(=O)Oc2cc(N)n(S(=O)(=O)c3ccc(C)cc3)n2)cc1 | 3 | -7 | -1.9 | 4 | -1 | 6 | 109 | -0.1 | -24
CCc1nc2sc3ccccc3c(=O)c2c(=O)n1Cc1ccco1 | 1 | -1 | -1.2 | 13 | -2 | 20 | 100 | -0.2 | -3
CCC(=O)c1ccc(OCC(O)CNCCc2ccc(Cl)cc2)cc1 (stereo not drawn) | -1 | -14 | 1.3 | 0 | -3 | -3 | 92 | 0.1 | -6
O=C1CC(N2CCC(Cc3ccccc3)CC2)C(=O)N1CCc1ccccc1 (stereo not drawn) | 3 | -6 | -0.8 | 3 | 0 | 8 | 98 | 0.0 | -7
O=C(NCc1ccc(F)cc1)C1CCN(S(=O)(=O)c2cccc3nonc23)CC1 | -1 | 6 | 2.4 | 3 | 2 | -2 | 99 | 0.0 | 1
CSc1nc2ccccc2cc1/C=C(\C#N)c1ccccc1 | 1 | -2 | -0.8 | 4 | 1 | 9 | 89 | -0.1 | -12
C=CCOc1c(CNc2cccc(C(=O)O)c2)cccc1OCC | 2 | 8 | 1.0 | 4 | 1 | 7 | 104 | -0.1 | 8
Cn1c(=O)c(C(=O)N2CCc3ccccc32)cc2cccnc21 | 4 | -10 | -0.2 | -3 | 0 | -6 | 136 | 0.1 | -13
COc1ccc(N2CCCn3c2nc2c3c(=O)n(CCN3CCOCC3)c(=O)n2C)cc1 | 9 | 9 | -1.7 | 1 | 3 | 1 | 86 | 0.0 | 12
O=C(COC(=O)CNC(=O)c1ccccc1F)Nc1cccc(S(=O)(=O)N2CCCCCC2)c1 | 2 | 5 | -0.6 | -3 | -2 | 2 | 98 | 0.2 | 1
COc1cccc(C(=O)Nc2ccc(C(F)(F)F)n(C)c2=O)c1 | 2 | -3 | 1.1 | 0 | 0 | 6 | 90 | 0.1 | -2
CCOc1ccccc1N1CC(C(=O)N2CCOCC2)CC1=O (stereo not drawn) | 6 | -23 | 1.8 | 5 | 4 | 2 | 103 | 0.1 | 0
CC1=CSC2=NC(=O)/C(=C/c3cccc(OC(=O)c4ccco4)c3)C(=N)N12 | -1 | 6 | -3.5 | -1 | 1 | -9 | 102 | 0.2 | 5
CC(C)(C)NC(=O)C(c1cccs1)N(Cc1cccs1)C(=O)c1ccc(CN2CCOCC2)o1 (stereo not drawn) | -4 | 8 | 1.5 | 1 | -5 | -3 | 96 | 0.2 | -2
O=C(CNC(=O)c1cccc(Cl)c1)NCCCSc1ccccc1 | -8 | 4 | 0.9 | 0 | -1 | 2 | 100 | 0.1 | 7
CCn1c(CCCNC(=O)c2ccc(F)cc2)nc2ccccc21 | -2 | -8 | 0.5 | 7 | -5 | -2 | 115 | 0.1 | -12
CCCc1cc(C(=O)Nc2cnn(Cc3ccc(F)cc3)c2)no1 | -6 | 14 | -1.9 | 1 | -1 | 0 | 106 | -0.1 | 9
O=C(NN=C1C2CC3CC(C2)CC1C3)c1cc(Cl)ccc1O | -4 | -3 | -0.8 | 11 | 2 | 13 | 107 | -0.1 | -5
CC(C)(C)n1ncc2c(=O)n(CC(=O)NCc3ccco3)cnc21 | 9 | 3 | 1.4 | -2 | 3 | 0 | 88 | 0.1 | -1
